Compound activity as filed in PubChem BioAssay.
KDM5B inh: blocks human KDM5B histone demethylase activity; Q9UGL1; KDM5B demethylase, FDH-coupled NADH fluorescence (FDH is formaldehyde dehydrogenase); Potency, µM (doses to about 57.7 µM), without a hit: at the highest dose activity change, negative = inhibition, actives largely listed as inhibitors; 2.6% of 220,000 active; AID 1347165; active = well fitted inhibition curve with a large enough effect; inconclusive = small, poorly fitted or top-dose-only effect; inactive = no such curve, though single readings can be large or run the other way; note: 0% is about no effect; nearly all actives have a fitted effect of over 70% in size
Target sequence (Q9UGL1 whole entry, looked up): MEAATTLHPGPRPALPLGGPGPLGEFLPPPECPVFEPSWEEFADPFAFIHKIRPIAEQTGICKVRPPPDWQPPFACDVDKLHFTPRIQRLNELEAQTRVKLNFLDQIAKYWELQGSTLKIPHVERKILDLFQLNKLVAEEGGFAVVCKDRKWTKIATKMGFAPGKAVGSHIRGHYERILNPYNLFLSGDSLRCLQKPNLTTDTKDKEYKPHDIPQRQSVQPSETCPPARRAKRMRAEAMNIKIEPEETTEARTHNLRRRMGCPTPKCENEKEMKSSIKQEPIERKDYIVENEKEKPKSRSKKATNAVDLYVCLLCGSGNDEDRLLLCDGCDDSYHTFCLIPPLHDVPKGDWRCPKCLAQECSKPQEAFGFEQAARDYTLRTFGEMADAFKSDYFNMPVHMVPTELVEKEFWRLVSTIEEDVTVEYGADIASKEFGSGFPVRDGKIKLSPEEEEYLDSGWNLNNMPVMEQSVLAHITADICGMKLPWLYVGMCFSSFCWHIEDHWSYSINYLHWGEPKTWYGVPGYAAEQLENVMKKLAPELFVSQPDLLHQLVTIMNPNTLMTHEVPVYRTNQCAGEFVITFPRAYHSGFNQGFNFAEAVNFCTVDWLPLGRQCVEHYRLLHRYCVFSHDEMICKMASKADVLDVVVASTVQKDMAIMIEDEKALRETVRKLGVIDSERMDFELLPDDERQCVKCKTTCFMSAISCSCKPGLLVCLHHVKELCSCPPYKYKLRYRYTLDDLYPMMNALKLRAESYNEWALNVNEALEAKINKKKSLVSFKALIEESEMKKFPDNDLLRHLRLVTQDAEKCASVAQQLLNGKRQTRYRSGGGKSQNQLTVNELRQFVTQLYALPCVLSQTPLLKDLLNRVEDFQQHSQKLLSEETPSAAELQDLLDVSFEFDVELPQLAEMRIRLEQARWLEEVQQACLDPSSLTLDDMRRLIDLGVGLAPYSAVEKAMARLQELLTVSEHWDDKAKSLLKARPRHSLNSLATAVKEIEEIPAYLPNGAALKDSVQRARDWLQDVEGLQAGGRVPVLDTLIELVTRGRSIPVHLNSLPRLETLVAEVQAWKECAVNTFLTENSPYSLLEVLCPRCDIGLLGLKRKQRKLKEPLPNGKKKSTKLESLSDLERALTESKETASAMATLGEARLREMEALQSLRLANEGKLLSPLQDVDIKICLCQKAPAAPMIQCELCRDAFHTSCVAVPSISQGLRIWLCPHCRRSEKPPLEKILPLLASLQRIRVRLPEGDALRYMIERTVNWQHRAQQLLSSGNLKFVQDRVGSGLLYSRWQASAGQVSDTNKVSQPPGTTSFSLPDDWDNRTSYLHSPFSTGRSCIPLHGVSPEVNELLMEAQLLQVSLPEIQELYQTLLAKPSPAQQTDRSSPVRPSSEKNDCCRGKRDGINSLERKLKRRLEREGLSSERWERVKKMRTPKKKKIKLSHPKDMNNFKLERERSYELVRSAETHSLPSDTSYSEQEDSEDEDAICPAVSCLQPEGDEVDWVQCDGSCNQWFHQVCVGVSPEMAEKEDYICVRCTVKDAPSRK
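qHTS format, multiple compound concentrations. Buffer 50 mM HEPES pH 7.5/0.01% Tween-20; 200 nM KDM5BΔAP final; 10 min compound preincubation; substrate-mix levels 12.5 µM peptide, 25 µM α-KG, 0.25 mM NAD⁺; 30 min RT; ΔRFU.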
Active calls of the source: *; u = inconclusive; & = joins results of further samples; [ ] = dose if it differs, or a comment. Potency is the fitted concentration of half-maximal effect. These rows are one share of the data; the hit share may differ from the screen's.

SMILES | KDM5B inh
COc1ccc(Cl)cc1-c1ccc2c(c1)C(=O)N1C[C@@H](NS(=O)(=O)c3ccc(F)cc3)C[C@H]1C(=O)N2 | 32µM*
CC(C)CN(CC1CN(C(=O)c2cccc(Cl)c2)CCO1)C(=O)c1cccc2ccccc12 (stereo not given) | -23%
CC1(C)Cc2c(cnn2-c2ccc(F)cc2)C(NC(=O)c2cc(C3CC3)[nH]n2)C1 (stereo not given) | -1%
CS(=O)(=O)c1ccc(NC(=O)C(c2ccccc2)c2ccccc2)cc1 | -17%
Cc1nc2ccc(Cc3nc(-c4cccnn4)no3)cc2[nH]1 | -21%
CN(C)CCCNC(=S)Nc1ccc(Br)cc1 | 21%
O=C(OCc1cc(=O)n2nc(C3CC3)sc2n1)c1ccc(NC(=O)c2ccccc2F)cc1 | -10%&13%
CCCCNC(=O)COC(=O)c1cc(-c2cccs2)nc2ccccc12 | u
CC(C)c1ccc(C2=NN(c3ccccc3)C(=O)CC2)cc1 | 11%
O=C(O)c1ccc(N2CCOCC2)nc1 | -28%
CCOC(=O)c1oc2cc(OC(=O)c3cccc(OC)c3)ccc2c(=O)c1-c1ccc(OC)cc1 | -8%
CCCCCOC(=O)CSc1nc2sc3c(c2c(=O)n1-c1ccccc1)CC(C)(CC)OC3 (stereo not given) | -24%
CSc1ccc(-c2nc(CN3CCOC(CCO)C3)c(C)o2)cc1 (stereo not given) | 16µM*
Cc1ccc(CN2CCc3nc(N4CCOCC4)[nH]c(=O)c3CC2)s1 | 2%
COc1cc(NC(=O)Cn2c(SCc3cccc(C)c3)nc3ccncc32)cc(OC)c1 | -2%
CCN1c2cc(C(=O)Nc3ccc(C)cc3)ccc2C(=O)N2CCCCC21 (stereo not given) | u
COc1ccc(-c2cc(C(=O)N3CCOCC3)c3c(C4CCCN4)nn(C)c3n2)cc1 (stereo not given) | u
O=C(c1ccc2nccnc2c1)N1CCn2nc(Cc3ccccc3)cc2C1 | 14%
COc1ccc(C(=O)Cc2ccccc2OC(=O)c2ccccc2)cc1 | -13%
CC(C)NC(=O)C1CCCN(c2ncnc3c2nc2n3CCCCC2)C1 (stereo not given) | -6%
COCCn1c(=O)n([C@H]2CCCN(C(=O)c3cc(C)nn3C)C2)c2ncccc21 | 1%
CC(C)c1noc([C@@H]2C[C@H]3C(=O)NCCCCCCN(C(=O)c4ccco4)[C@H]3C2)n1 | -7%
O=C(NC1CCCC1)c1sc2ccccc2c1Cl | 11%
O=C1CCCC2=C1C(c1ccccc1)CC(=O)N2c1ccccc1F (stereo not given) | 26%
C[C@@H]1CCC2[C@](C)(CO)[C@@H](O)CC[C@]2(C)[C@@]12CC[C@@](CO)(CC(=O)O)O2 (stereo not given in full) | 19%
Cc1ccccc1-n1nnnc1C(C)(C)NCc1ccccc1 | 0%
Cn1nnnc1SCCNCc1cc(Br)ccc1OCc1ccccc1Cl | -3%
COc1cccc(CC(=O)N2CCC(Cn3c(C)cnc3C3CCC3)CC2)c1 | 0%
COc1ccccc1C(CNC(=O)CCc1nc(-c2ccsc2)no1)N1CCCC1 (stereo not given) | 7%
Cc1csc(NC(=O)CSc2nc3[nH]c(=O)cc(O)c3s2)n1 | u
COc1ccc(S(=O)(=O)c2c(C)c(C)n(CC(C)C)c2NC(=O)C2CCCO2)cc1 (stereo not given) | -23%
COc1cccc(CN2C(=O)OC3(CCN(C(=O)Cc4cccc(F)c4)CC3)C2(C)c2cccnc2)c1 (stereo not given) | 20%
Cc1ccc(C2=NC3(CCN(C(=O)c4c[nH]c5ccccc45)CC3)ON2)cc1 | u
COc1ccc(CCNC(=O)Cn2nc(C)n3c(cc4occc43)c2=O)cc1OC | -21%
COc1ccccc1NC(=O)Cn1nnc(C(=O)Nc2ccccc2Br)c1N | -1%
C=CCCC(CN1CCCOCC1)Oc1ncc(C)c(N(C)C)n1 (stereo not given) | u
Cc1ccc(C)c(N2CCN(C(=O)CS(=O)(=O)c3cccc4nsnc34)CC2)c1 | u
CNC(=O)[C@@H](c1ccccc1)N1CCC[C@H]1C(=O)NC1CCOCC1 | 10%[86.2 µM]
CC(C)NC(=O)c1cn(-c2ccccc2)nc1-c1cccnc1 | 17%
O=C(CN1C(=O)COc2ccc(S(=O)(=O)N3CCOCC3)cc21)N1CCN(c2cccc(Cl)c2)CC1 | -25%
COc1ccc(-c2nc3sc(CCNC(=O)C(=O)Nc4c(C)cccc4C)c(C)n3n2)cc1 | 7%
CCn1nccc1C(=O)N1CCC(O)(c2ccccc2)[C@H](N(C)C)C1 (stereo not given in full) | u
CCc1ccc(-c2cc(C(=O)NCc3ccco3)c3ccccc3n2)s1 | u
CCc1ccc(C(=O)NNc2ccc(F)cc2)cc1 | -6%
CCN(CC)c1cc(CCC(=O)NCCCN2CCOCC2)ccn1 | 25µM*
CCOC(=O)N1CCN(c2nc(C)c3c(n2)CC(c2ccc(Cl)cc2)CC3=O)CC1 (stereo not given) | 16%
CCn1ccnc1CN1CCCC(C(=O)Nc2ccccc2-c2ccc(OC)cc2)C1 (stereo not given) | -11%
COc1cc(C2CC(=O)C3=C(C2)Nc2ncnn2C3c2cccs2)cc(OC)c1OC (stereo not given) | 40%
O=C(NCc1c[nH]c2ncccc12)c1ccccc1F | 37%[activator][86.2 µM]
Cc1ccc(NC(=O)N2c3ccccc3CC2c2nc(C3CC3)no2)c(C)c1 (stereo not given) | -24%

(cont.)
SMILES | KDM5B inh
COc1nc(C)c(C(=O)N2CCC(c3[nH]ncc3-c3ccccc3)CC2)s1 | 15%
COc1ccc(-c2noc(CSc3nnc(-c4ccncc4)n3-c3ccc(C)cc3)n2)cc1OC | -1%
O=C1NCCCCCN(C(=O)CN2CCCCCC2)[C@H]2CCC[C@@H]12 | -18%
CC(=O)Nc1ccc(NC(=O)C(C)Sc2nc3ccc(Cl)cc3c(=O)n2CC(C)C)cc1 (stereo not given) | -10%
COc1cc2c(=O)n(CCC(=O)NCC3CCCO3)c(=O)n(CC(=O)Nc3ccccc3C)c2cc1OC (stereo not given) | u
NC(=O)c1ccc(-c2nccc(N3CCC(O)CC3)n2)cc1Cl | -8%
Cc1ccc(OCC(=O)N2CCC3(CC2)CCC(O)(CN(C)C)CC3)cc1 | -13%
O=C(Nc1cccc(CN2CCOC2=O)c1)N1CCOCC1 | -7%
CS(=O)(=O)N1CCOc2ccc(CCC(=O)N3CCC(C(N)=O)CC3)cc2C1 | -5%
O=C([C@@H]1C[C@H](Oc2ccccc2)CN1C(=O)NC1CCCCC1)N1CCCC1 | -18%
CC1CCN(C(=O)c2cc(CN3CCC(Cc4ccccc4)CC3)on2)CC1 | -10%
COc1ccc(C2Cn3nnc(-c4noc(-c5ccc(OC)cc5C)n4)c3CO2)cc1 (stereo not given) | u
CCOc1ccccc1C(=O)N1CCCN(c2cc(-c3ccc(Cl)cc3)[nH]n2)CC1 | u
O=C(c1cnccn1)N1CCCC(c2ccccc2)(c2ccccc2)C1 | 32%[activator]
O=S(=O)(Cc1ccccc1)N1CCC(Cc2nncn2-c2ccccc2)CC1 | -2%
COc1ccc(CCn2c(=O)c3cccnc3n(CC(=O)Nc3c(C)cc(C)cc3C)c2=O)cc1OC | -23%
CCOc1cccc2cc(-c3csc(Nc4ccc(OC)cc4OC)n3)c(=O)oc12 | 15%
Cc1noc([C@@H]2CN(Cc3ccc(F)c(Cl)c3)C[C@H]2CO)n1 | 11%
COc1cccc(C(=O)Nc2nc(-c3nnn(-c4cc(C)ccc4C)c3C)ns2)c1 | -20%
CCCN1CCN(CCCNC(=O)c2ccc3nc(Cc4ccccc4)oc3c2)CC1 | -14%

Among those listed so far, 3 have a furan ring, fused or not.
SMILES | KDM5B inh
CC(C)c1noc([C@@H]2C[C@H]3C(=O)NCCCCCCN(C(=O)c4ccco4)[C@H]3C2)n1 | -7%
COc1ccc(CCNC(=O)Cn2nc(C)n3c(cc4occc43)c2=O)cc1OC | -21%
CCc1ccc(-c2cc(C(=O)NCc3ccco3)c3ccccc3n2)s1 | u

(next part)
SMILES | KDM5B inh
O=C(c1c(F)cccc1F)N1CCC(OC2CCN(Cc3ccccc3)CC2)CC1 | 18%
O=C1N(c2ccccc2)c2ccccc2C12CCN([S+](=O)([O-])c1cccc(C(F)(F)F)c1)C2 (stereo not given) | -12%[115 µM]
Cc1cccc(NC(=O)N2CCC3(CC2)CC(N(C2CC2)S(C)(=O)=O)CCO3)c1 (stereo not given) | -18%
Cc1nsc(NC(=O)N2CCC(CO)CC2)n1 | 12%
CC(C)(N)C(=O)NCc1nc(-c2cccc(F)c2)c(-c2ccccn2)[nH]1 | 6%
Cc1ccc(-n2c(=O)c3sccc3n(Cc3cc(=O)n4ccccc4n3)c2=O)cc1 | u
COc1ccc(CCC(=O)N2CCc3c([nH]c4ccccc34)C2c2ccc(F)cc2)cc1 (stereo not given) | -23%
CC1CCN(c2ccc(-c3nc(C(C)C)no3)cc2[N+](=O)[O-])CC1 | -13%
N#Cc1ccc(Cc2cnc(NC(=O)c3ccccc3)s2)c(C(F)(F)F)c1 | -8%
Cc1ccc(NC(=O)N2CCC(n3c(C)nc4cccnc43)CC2)c(Cl)c1 | 1%
C=CCN(Cc1cccs1)C(=O)COC | -13%
CCOCCCNC(=O)CN1C(=O)COc2ccc(S(=O)(=O)N3CCCCCC3)cc21 | 9%
CCN(C(=O)Cn1ccn2nc(-c3ccccc3)c(CO)c2c1=O)c1ccccc1 | -4%
NC(N)=NN=C1CCC(c2ccccc2)CC1 (stereo not given) | -9%
CCCc1c(C(=O)Nc2ccc(OC)cc2)cnn1-c1ccccc1 | 26%
COc1ccc(NC(=O)Cc2nc(-c3ccccc3)oc2C)cc1OC | 16%
CCOc1ccccc1NC(=O)c1c(NC(=O)C(C)Oc2cccc(Cl)c2)sc2c1CCCCC2 (stereo not given) | u
CCOCc1nc(C2CCCN(C(=O)c3ccnn3CC)C2)no1 (stereo not given) | -6%
COc1ccc(C(=O)N[C@@H]2CN(Cc3ccncc3)C[C@H]2CN(C)C)cc1F | u
Cc1cc(C)n(-c2nc3c(c(=O)n(CCc4ccccc4)c(=O)n3C)n2CCC(C)C)n1 | 4%
NS(=O)(=O)c1ccc(NC(=O)c2ccc3nccnc3c2)cc1 | 4%
CC(=O)N1CCCC1C(=O)Nc1ccc(-c2nc3ccccc3o2)cc1 (stereo not given) | 28µM*
CCn1cc(S(=O)(=O)N2CCN(c3ccc(C(C)=O)cc3)CC2)cn1 | 0%
O=C(c1cccs1)N1CCC2(CC1)CN(C1CCC1)CC2CO (stereo not given) | u
CCn1nc(C(=O)N2CC(C(N)=O)Oc3ccccc32)c2ccccc2c1=O (stereo not given) | -21%
N#Cc1nc(-c2ccccc2F)oc1N1CCCCCC1 | -44%
Cc1ccc2c(c1)c1c(c(=O)n(-c3cccc(Cl)c3)c(=O)n1CC(=O)Nc1c(C)cccc1C)n2C | -11%
CCN(CC)CCn1c(=N)n(CC(O)COc2ccccc2)c2ccccc21 (stereo not given) | 16%
O=C(O)c1nccnc1C(=O)Nc1ccc(Cl)cc1Cl | -19%
CC(C)C(C)NC(=O)CCn1cnc2c1c(=O)n(C)c(=O)n2C (stereo not given) | 15%

6 of the compounds above, with the structure last.
KDM5B inh | SMILES
u | C=CCCC(CN1CCCOCC1)Oc1ncc(C)c(N(C)C)n1 (stereo not given)
u | Cc1ccc(C)c(N2CCN(C(=O)CS(=O)(=O)c3cccc4nsnc34)CC2)c1
10%[86.2 µM] | CNC(=O)[C@@H](c1ccccc1)N1CCC[C@H]1C(=O)NC1CCOCC1
17% | CC(C)NC(=O)c1cn(-c2ccccc2)nc1-c1cccnc1
-25% | O=C(CN1C(=O)COc2ccc(S(=O)(=O)N3CCOCC3)cc21)N1CCN(c2cccc(Cl)c2)CC1
7% | COc1ccc(-c2nc3sc(CCNC(=O)C(=O)Nc4c(C)cccc4C)c(C)n3n2)cc1

Sorted by molar mass (rising): some entries from above
SMILES | KDM5B inh
CC(C)NC(=O)c1cn(-c2ccccc2)nc1-c1cccnc1 | 17%
CN(C)CCCNC(=S)Nc1ccc(Br)cc1 | 21%
CSc1ccc(-c2nc(CN3CCOC(CCO)C3)c(C)o2)cc1 (stereo not given) | 16µM*

(further entries)
SMILES | KDM5B inh
CSc1ccc(/C=C/C(=O)Nc2ccccc2Cc2ccccc2)cc1 | 36%[activator]
COCC(=O)N1CCC(C(=O)NC(C)c2ccc3c(c2)OCCCO3)CC1 (stereo not given) | -7%
CC(=O)c1cccc(NC(=O)CC(C)(C(=O)O)c2ccccc2)c1 (stereo not given) | -1%
O=C(NCC1CC2c3ccccc3C1c1ccccc12)c1ccc[n+]([O-])c1 (stereo not given) | -4%
CN(Cc1cccn1C)CC1CC1 | 9%[115 µM]
CC1CCC2(CC1)NC(=O)N(CC(=O)Nc1ccccc1F)C2=O (stereo not given) | 11%
COC(=O)c1ccc2c(c1)nc1n2[C@@H](CNCc2ccc3c(c2)OCO3)COC1 | -16%[86.2 µM]
COc1ccc(C(=O)N2CCCCCCNC(=O)CC2)c(OC)n1 | 0%
Cc1ccsc1C(=O)N1CCC(O)(c2ccccc2)[C@H](N(C)C)C1 (stereo not given in full) | -1%
CC(C)N1C(=O)C2(CCCC2)C1C(=O)NCC1CCCCC1 (stereo not given) | -15%
c1ccc2c(NC3C4CC5CC(C4)CC3C5)nc(N3CCCCC3)nc2c1 (stereo not given) | -23%
CO[C@H]1C(=O)N(C(C)C)[C@H]1C1CCN(Cc2cccc(F)c2)CC1 | -24%
